ABHD4 inh = ABHD4 inhibitors, primary screen, biochemical, fluorescence polarization, mouse. purified mABHD4, FP-Rh probe fluorescence polarization. actives 0.54% (n = 370,000). (Lyso)-N-acylphosphatidylethanolamine lipase (Mus musculus), Q8VD66. inhibition, % at 8.92 µM;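 active = inhibition exceeding the mean over every tested compound plus 3 SD, cut at about 30% in these data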;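 note: 0% = plate median of compound wells and 100% = S159A mutant with DMSO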
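Test system: mABHD4 protein; Read-out basis: % inhibition; Incubation: 45 min + 60 min at 25 °C; Repeats: single replicate; Technique: fluorescence polarization with parallel and perpendicular emission, 525/598 nm; Compound: 8.92 µM, single dose; Benchmarks: full inhibition S159A mutant plus DMSO, zero as sample-well median.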
SIAE inh = human SIAE inhibitors, primary screen, biochemical, fluorescence polarization, FP-Rh probe, 1536-well HTS; Sialate O-acetylesterase (Homo sapiens), Q9HAT2; SIAE FP-Rh probe binding; inhibition, % at 9.66 µM; actives 0.69% (n = 370,000);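 active = inhibition above a cutoff: mean of compounds within the control limits plus 3 SD of those, cut at about 17% in these data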;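 note: 0% = plate median of compound wells and 100% = probe without SIAE protein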
HTRA1 inhibitor = HTRA1 serine protease inhibitors, primary screen, biochemical, fluorescence polarization, HTS. Q92743. recombinant HTRA1, FP-rhodamine activity-based probe. inhibition, % at 5.96 µM. actives 0.5% (n = 340,000). AID 504803, 2011; in the data active = inhibition above about 36%;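 note: 0% = enzyme with DMSO and 100% = wells lacking enzyme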
PRMT1 FP inh = PRMT1 methyltransferase inhibitors, primary screen, biochemical, fluorescence polarization | Protein arginine N-methyltransferase 1 (Homo sapiens), Q99873 | recombinant PRMT1, activity-based probe fluorescence polarization | inhibition, % at 2.79 µM | actives 1.3% (n = 370,000);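 active = inhibition above about 21% made by adding two undisclosed values, limit read from the data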
Target sequence (Q99873 whole entry, looked up): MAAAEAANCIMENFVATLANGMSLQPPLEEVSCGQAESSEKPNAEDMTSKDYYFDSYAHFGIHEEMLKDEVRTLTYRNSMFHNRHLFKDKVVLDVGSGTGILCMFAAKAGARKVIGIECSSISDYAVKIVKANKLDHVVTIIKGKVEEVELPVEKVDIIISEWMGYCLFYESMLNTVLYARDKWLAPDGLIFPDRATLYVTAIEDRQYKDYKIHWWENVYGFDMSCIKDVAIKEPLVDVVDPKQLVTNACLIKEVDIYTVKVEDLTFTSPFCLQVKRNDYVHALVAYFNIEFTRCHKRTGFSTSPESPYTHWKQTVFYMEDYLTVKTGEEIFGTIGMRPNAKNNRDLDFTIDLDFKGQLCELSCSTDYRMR
LEDGF integ inh = blockers of LEDGF/p75-dependent integrase strand transfer – biochemical, TR-FRET, high throughput, primary screen; HIV-1 integrase (with human LEDGF/p75); actives 0.64% (n = 370,000); TR-FRET IN-LEDGF/p75 DNA integration, Eu/Cy5; inhibition, % at 3.7 µM;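 active = inhibition above the screen-wide mean plus 3 SD, cut at about 13% in these data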;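 note: signal is the Cy5 over europium emission ratio at 671 and 618 nm; 0% = plate median of compound wells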
TCR CD3 inh = inhibitors of human TCR-CD3 interaction, primary screen, biochemical, fluorescence, TAMRA-labeled TCR probe; T-cell receptor (TCR); inhibition, % at 9.4 µM; actives 0.37% (n = 360,000); in the data active = inhibition above about 19%;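 note: recombinant mutant TCR 2C K166C tagged with TAMRA read by polarization; 0% = receptor in buffer alone and 100% = receptor with positive control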
TDP2 inh = human TDP2 enzyme inhibitors, primary screen, biochemical, epi absorbance, recombinant enzyme | inhibition, % at 12.8 µM | actives 0.34% (n = 370,000) | T5PNP hydrolysis, p-nitrophenol absorbance 415 nm;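 active = inhibition above the mean of all tested compounds plus 3 SD, set per campaign, cut at about 25% in these data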;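 note: 0% = DMSO with enzyme and 100% = buffer with substrate but no TDP2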
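Evaluation: % inhibition relative to enzyme-containing and enzyme-free wells. Material: recombinant human TDP2. Benchmarks: enzyme-free and DMSO wells. Timing: enzyme reaction with compound for 2 h at 37 °C. Compound dosing: 12.8 µM only. Measured by: p-Nitrophenol epi absorbance. Reagent: T5PNP substrate at 5 mM, a TopII-DNA adduct mimic. Replication: single well per compound.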
rCAG binder = binders of r(CAG) RNA repeats, primary screen, biochemical, fluorescence. r(CAG) RNA repeat, TO-PRO-1 dye displacement fluorescence. AID 651821, 2012. inhibition, % at 3 µM. actives 1.3% (n = 370,000);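 active = inhibition above the plate cutoff, the mean of all test compounds on that plate plus 3 SD, cut at about 35% in these data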;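 note: 0% = DMSO alone and 100% = 100 µM mitoxantrone as full dye displacement; higher means more dye released from RNA so lower well fluorescence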
PG9 binder = binders of HIV-1 gp120 antibody PG9, primary screen, biochemical, TR-FRET; inhibition, % at 6.7 µM; actives 0.43% (n = 360,000); AID 624416, 2012; TR-FRET gp120-PG9 antibody binding; in the data active = inhibition above about 8.5%
Rev-erbA mod = modulators of Rev-erb alpha DNA binding, primary screen, biochemical, FITC-DNA, fluorescence polarization, uHTS. Nuclear receptor subfamily 1 group D member 1 (Homo sapiens), P20393. Rev-erbα–FITC-DNA binding, 90 min. activity, % at 10 µM. actives 0.79% (n = 370,000). AID 1259318, 2017;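 active = activity above about 14%, limit read from the data; passing the limit was not always enough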;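 note: 0% = DMSO wells with 35 nM protein and 100% = DMSO wells with 750 nM protein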
Target sequence (P20393 whole entry, looked up): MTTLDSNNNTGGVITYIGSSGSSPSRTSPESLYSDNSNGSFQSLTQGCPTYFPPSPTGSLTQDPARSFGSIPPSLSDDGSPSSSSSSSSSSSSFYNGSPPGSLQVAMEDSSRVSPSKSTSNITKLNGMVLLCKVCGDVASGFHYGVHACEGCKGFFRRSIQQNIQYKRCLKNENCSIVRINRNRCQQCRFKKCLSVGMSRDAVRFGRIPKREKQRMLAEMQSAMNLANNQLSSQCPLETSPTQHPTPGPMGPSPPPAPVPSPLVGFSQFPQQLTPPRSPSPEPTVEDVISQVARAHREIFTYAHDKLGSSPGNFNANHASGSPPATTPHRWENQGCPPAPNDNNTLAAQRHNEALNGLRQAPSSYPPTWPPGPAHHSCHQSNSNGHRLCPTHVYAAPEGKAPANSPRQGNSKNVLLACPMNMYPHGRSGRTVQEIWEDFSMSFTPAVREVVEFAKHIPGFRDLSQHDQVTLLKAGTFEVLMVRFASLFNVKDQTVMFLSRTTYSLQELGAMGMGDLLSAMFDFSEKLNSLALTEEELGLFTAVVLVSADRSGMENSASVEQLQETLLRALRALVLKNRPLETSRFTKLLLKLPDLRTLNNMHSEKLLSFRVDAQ
Starred values were filed as active, the others as inactive; . = not tested or not shown.

SMILES	ABHD4 inh	SIAE inh	HTRA1 inhibitor	PRMT1 FP inh	LEDGF integ inh	TCR CD3 inh	TDP2 inh	rCAG binder	PG9 binder	Rev-erbA mod
O=C1C(=O)N(CCN2CCOCC2)C(c2ccc(F)cc2)/C1=C(/O)c1ccc(S(=O)(=O)N2CCOCC2)cc1 (configuration not stated)	-14	5	-2	3	-4	-3	1	9	2.2	5
COc1ccc(F)cc1C(=O)C1CCCN(Cc2cccn2-c2ccccn2)C1 (configuration not stated)	-1	-1	0	-4	3	6	8	6	-1.8	-5
OC(c1ccccc1)(c1nc(-c2ccc3ccccc3c2)cs1)C(F)(F)F (configuration not stated)	-45	-27	.	-2	3	-5	1	7	-2.5	-1
CN(Cc1nc(-c2cccnc2)no1)S(=O)(=O)c1ccc2ccccc2c1	-19	-7	-1	4	2	-1	-3	4	-1.4	6
O=C(Cc1c(F)cccc1Cl)OCC(=O)N1CCc2ccccc21	-4	-1	-6	-5	-2	2	3	2	-0.7	-2
Nn1c(SCC(=O)Nc2ccccc2)nnc(Cc2ccccc2)c1=O	-3	-6	-16	8	1	1	-9	1	-0.5	0
CCCCN(C(=O)c1ccc(C)c(S(=O)(=O)N2CCOCC2)c1)c1c(N)n(CC(C)C)c(=O)[nH]c1=O	-6	-4	0	-6	2	-1	-7	0	-3.3	0
c1cc(C2CCCCC2)ccc1Oc1nc(N2CCOCC2)nc(N2CCOCC2)n1	1	7	-1	2	2	6	7	-2	-2.1	-5
Cc1nc(C)c(C(=O)N2CCCC(C(=O)c3ccc4ccccc4c3)C2)s1 (configuration not stated)	-3	2	-1	2	1	8	5	-3	-0.8	-3
Oc1ccccc1CN1CCN(C(O)(c2ccccc2)c2ccccc2)CC1	6	-5	-4	2	-1	-11	-2	-12	0.8	0
COc1cccc(CN2C(=O)c3ccccc3C2C(=O)NCC2CCCO2)c1 (configuration not stated)	-4	-2	5	-3	2	0	-6	2	0.5	-1
Cc1cc2c(s1)CCCCC(=O)N2	1	1	7	-1	1	-2	2	1	2.2	2
CCCCC(=O)Nc1ncc2c(n1)CC(C)(C)CC2=O	-2	6	4	-1	2	-1	6	-4	-1.0	23
CCC(C(=O)NC1CCCCC1)n1c(SCc2ccc(F)cc2)nc2ccncc21 (configuration not stated)	-5	2	-22	-2	2	5	7	0	-2.8	-3
Cc1cc2c(cc1C)C(=O)C(=O)N2	3	1	-1	-1	3	-2	-22	5	-3.5	-2
CCOC(=O)C1=CCC(c2cccc(C)c2)N(S(=O)(=O)c2ccc(C)cc2)C1 (configuration not stated)	-10	-3	.	-3	-2	3	-3	0	-1.2	7
O=C(CN1C(=O)c2ccccc2C1=O)c1ccc(F)cc1	-1	-10	-12	-1	-5	5	-8	-3	-1.5	-5
CN(Cc1ccccc1)C(=O)CCC1CCN(S(=O)(=O)N(C)C)CC1	9	-4	7	2	0	1	-5	-8	0.1	-3
COc1ccc2nc(-c3cccc(N)c3)[nH]c2c1	13	-1	1	-7	0	5	-3	0	1.1	-4
COc1ccc(C2CC(=O)N(CC(=O)NCC3CCCO3)c3ccccc3S2)cc1OC (configuration not stated)	5	-1	-1	-1	-2	6	0	-6	0.8	-5
Cc1cc(NC(=O)c2c(Cl)cnn2C)no1	7	2	4	-2	-1	-1	8	-2	0.5	-2
CN1CCN(C2CCN(c3cccc(Cl)c3)CC2)CC1CCO (configuration not stated)	3	4	6	-1	2	8	-20	-3	-2.4	-5
Cc1cc(C(=O)Nc2cccc(C)c2C)n(-c2ccccc2)n1	0	2	-5	1	6	5	2	1	2.2	-2
O=C(Nc1nnc(SCc2ccccn2)s1)C1CC(=O)N(c2ccccc2)C1 (configuration not stated)	4	-7	6	-4	2	10	-1	4	-2.1	-1
CCCOc1cccc(-c2nnc(N)s2)c1	-3	0	0	-3	0	6	3	-3	0.8	10
Cc1cc(C)c(OCC(=O)OCC(=O)NC2CCCCCCC2)c(C)c1	0	-1	1	-2	1	8	-10	-6	-0.3	2
CCOC(=O)N1CCC2(CC1)C(C#N)=C(N)Oc1c2c(C)nn1-c1cccc(Cl)c1	18	5	-3	6	-2	5	7	36*	0.1	3
CCN(C(=O)CSc1nc2ccccc2[nH]1)C1CCS(=O)(=O)C1 (configuration not stated)	0	3	14	-3	-1	-1	-3	0	0.6	-8
CCOc1ccc(C(c2c(C)n(C)n(-c3ccccc3)c2=O)c2c(C)n(C)n(-c3ccccc3)c2=O)c(O)c1	0	0	0	0	1	-1	8	-2	1.3	-5
CNC(=O)NC(=O)CSc1ncc(C(F)(F)F)cc1Cl	4	6	-2	-1	2	4	-1	0	-0.3	0

Complete entries, looked up by structure. Screens in order: ABHD4 inh	SIAE inh	HTRA1 inhibitor	PRMT1 FP inh	LEDGF integ inh	TCR CD3 inh	TDP2 inh	rCAG binder	PG9 binder	Rev-erbA mod
OC(c1ccccc1)(c1nc(-c2ccc3ccccc3c2)cs1)C(F)(F)F (configuration not stated) reads -45	-27	.	-2	3	-5	1	7	-2.5	-1
COc1ccc(F)cc1C(=O)C1CCCN(Cc2cccn2-c2ccccn2)C1 (configuration not stated) reads -1	-1	0	-4	3	6	8	6	-1.8	-5
Cc1cc(NC(=O)c2c(Cl)cnn2C)no1 reads 7	2	4	-2	-1	-1	8	-2	0.5	-2
CCOC(=O)C1=CCC(c2cccc(C)c2)N(S(=O)(=O)c2ccc(C)cc2)C1 (configuration not stated) reads -10	-3	.	-3	-2	3	-3	0	-1.2	7

Later entries.
SMILES	ABHD4 inh	SIAE inh	HTRA1 inhibitor	PRMT1 FP inh	LEDGF integ inh	TCR CD3 inh	TDP2 inh	rCAG binder	PG9 binder	Rev-erbA mod
O=C(c1ccccc1)C(c1ccccc1)c1ccccc1	-7	-2	-19	0	-1	-2	-5	-1	1.7	-1
COc1ccc(/C=N/NC(=O)c2cccnc2)c(C(=O)O)c1OC	3	0	4	3	-4	-3	-9	7	-1.2	3
OCC[C@@H]1C[C@H](O)[C@@H](O)[C@@]2(CCc3ccccc3CO2)O1	-6	-2	-3	0	1	3	3	-2	-2.6	-6
Cc1ccc(CN(CC(=O)NCC2CCCO2)S(=O)(=O)c2ccc(C)cc2)cc1 (configuration not stated)	4	4	-2	-2	2	-3	4	-4	-0.9	4
CCOC(=O)[C@]12CCCC=C1N(CCCOC)C(=O)[C@@H]2CC(=O)N1CCSCC1	-1	-5	.	-5	10	.	-1	2	.	1
COc1cc2c(cc1OC)C(COc1ccc(C(C)C)cc1)NCC2 (configuration not stated)	4	17	-5	1	2	6	-3	-8	-1.3	2
O=C(CNC(=O)c1ccco1)OCC(=O)c1cccc2ccccc12	-4	-2	1	-1	2	7	10	0	0.6	2
Cc1ccc(C)c(OCCn2cc(/C=C(\C#N)C(=O)NCc3ccco3)c3ccccc32)c1	7	-4	-15	-2	-2	6	3	3	-0.1	5
COc1ccc(C2CC(=O)C(C=NCCCO)=C(O)C2)cc1 (configuration not stated)	-1	5	7	18	4	11	-18	-1	-1.7	10
CCOc1ncccc1C(=O)OCC(=O)c1cccs1	-10	-14	-1	-2	2	9	-17	0	-1.2	0
C[C@H](NC(=O)C1CCN(S(=O)(=O)c2ccccc2)CC1)C(=O)NCc1cccnc1	1	-5	2	1	-1	-5	8	4	-0.4	0
CC(=O)NS(=O)(=O)c1ccc(NC(=O)c2ccc(NC(=O)c3cccs3)cc2)cc1	-8	-12	3	5	-3	-4	1	3	1.7	-1
COc1ccc(-c2nc3ccccn3c2NCc2ccc3c(c2)OCO3)cc1	9	2	2	-4	1	2	7	-6	-2.1	-5
S=C(NCCc1ccccc1)Nc1ccccc1Cl	2	7	1	-2	-2	11	2	4	-0.9	-2
CCOCCCN(C(=O)CCC(=O)Nc1cc(C)on1)C(C(=O)NC(C)(C)CC)c1cccc(OC)c1OC (configuration not stated)	9	-11	3	-1	-3	9	-7	-4	-1.1	-5
Cc1noc(C)c1COC(=O)Cn1c(C)nc2ccccc21	3	2	-1	-3	1	4	0	1	-1.8	-3
CC1=C(C(=O)N2CCOCC2)CC(CC(=O)NCCCCc2ccccc2)C(=O)N1Cc1ccc(C(C)(C)C)cc1 (configuration not stated)	-7	4	-7	3	-7	-4	-4	2	-1.2	5
NC(=O)C1CC2(C1)CC(C(N)=O)C2 (configuration not stated)	3	1	.	-2	1	-1	-1	1	0.4	-8
CC(C)CNC(=O)c1cnn2c(C(F)(F)F)cc(C(F)(F)F)nc12	0	1	.	2	-2	-2	4	-7	-0.2	-7
CC(=O)c1c(C)[nH]c(C(=O)Nc2ccc(F)c(F)c2F)c1C	-11	-9	7	-1	5	7	-21	1	-0.9	12
COCc1cc(N2CCN(C(=O)OC(C)(C)C)C[C@@H]2C)ccc1N1C[C@@H](C)O[C@@H](C)C1	-6	6	.	0	0	6	0	0	-2.2	3
CCOC(=O)C1CCCN(C(=O)c2oc3ccccc3c2C)CC1 (configuration not stated)	-5	-2	.	0	0	0	-3	0	-0.5	-5
CCOC(=O)C1CCN(C(c2ccccn2)c2c(C)[nH]c3ccccc23)CC1 (configuration not stated)	2	-6	-5	0	-1	7	-11	-1	-0.6	-4
COc1ccc(NS(=O)(=O)c2cc(NC(=O)Cc3cccs3)ccc2C)cc1	7	5	-3	0	1	8	-1	2	1.9	1
O=C(NCC(c1ccccc1)c1ccccc1)[C@H](Cc1ccccc1)NC1(C(=O)NC2CCCCC2)CCCCCC1	5	-2	.	-2	-5	.	-3	.	.	-8
COc1ccc(CCNC(=O)c2coc3ccccc3c2=O)cc1OC	1	-3	2	-4	0	0	6	2	0.7	2
CC(=O)Nc1cccc(-c2csc(C(C)(NC(C)=O)c3ccccc3)n2)c1 (configuration not stated)	-2	0	.	0	-1	16	-6	3	1.9	-5
CC1(C)CC(CC(=O)O)CC(C)(C)N1	4	-3	5	5	-1	7	11	1	-0.9	-3
CC(CCc1ccccn1)C(=O)C(C)CCc1ccccn1 (configuration not stated)	-3	-4	0	-5	-3	4	5	-1	-1.6	4
COc1cc(CC(=O)NC2CCCc3ccccc32)cc(OC)c1OC (configuration not stated)	-1	6	-2	-4	3	8	15	-1	0.9	0
O=C(O)COc1ccccc1/C=N/NC(=O)CN1CCN(Cc2ccccc2Cl)CC1	4	2	0	0	-1	-11	0	3	-0.6	2
CCC(C)NC(=O)c1ccccc1NC(=O)CN(c1ccc(OC)cc1)S(C)(=O)=O (configuration not stated)	-5	6	-2	-2	-1	0	0	2	-1.6	-1

Screening data from PubChem BioAssay.

Only part of the results is shown, so the mix of outcomes need not match the whole.
